# GLP-1R agonist: agonists of human GLP-1 receptor. P43220. HEK293 GLP-1R CRE-luciferase, luminescence, 4-6 h; cells express a hypersensitive GLP-1R form. Potency, µM (top dose mostly 45.6 µM), for inactives: at the top dose activation, usual class: activators. 380,000 compounds, 0.007% hits. AID 624172; note: potency is the fitted concentration of half-maximal effect; % of control where 0% means no effect
# IL2 activator: IL-2 activation | activation, % (series mostly up to about 46 µM) | 360,000 compounds, 0.065% hits | IL-2 activation reporter assay, cell-based qHTS; stimulated with anti-CD3/CD4/CD28 beads; in transgenic mouse T cells; in the data active = activation above about 50%; inconclusive = mostly about 30% to 49%; note: 0% is about no effect
#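 Unstimulated transgenic mouse T cells, 750 per well, received compound and, after 60 minutes, anti-CD3/anti-CD4 bead plus anti-CD28 stimulation. EGFP and DsRed were quantified after 18 hours.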
# PI5P4K alpha inh: inhibitors of human PI5P4K alpha | P48426 | PI5P4Kalpha enzyme, ADP-Glo luminescence, 60 min; hits give low values | max response, % | 330,000 compounds, 1.2% hits | AID 652105; active = max response of -50% or lower; inconclusive = between -30% and -50%; inactive = -30% or higher; note: value at the top dose of about 77 µM; % is set by controls: 0 for no effect and ±100 for the full control effect
# Target sequence (P48426 whole entry, looked up): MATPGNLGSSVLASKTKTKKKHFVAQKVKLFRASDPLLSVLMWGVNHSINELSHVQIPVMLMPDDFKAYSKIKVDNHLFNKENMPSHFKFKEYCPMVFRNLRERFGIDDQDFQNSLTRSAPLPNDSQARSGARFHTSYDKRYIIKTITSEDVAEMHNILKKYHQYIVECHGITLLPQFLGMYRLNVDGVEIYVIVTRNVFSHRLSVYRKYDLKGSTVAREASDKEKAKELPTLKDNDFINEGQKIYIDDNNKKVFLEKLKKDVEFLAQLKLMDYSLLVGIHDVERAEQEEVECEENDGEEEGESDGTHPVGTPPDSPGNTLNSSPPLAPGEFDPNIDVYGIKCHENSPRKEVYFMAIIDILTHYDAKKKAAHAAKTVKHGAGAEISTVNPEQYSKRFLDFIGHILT
#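 ADP-Glo luminescence end-point after a 60 min room-temperature kinase reaction. PI5P4Kalpha and substrate in HEPES pH 7.4 buffer with EGTA, 0.1% CHAPS and 5% DMSO; ATP at 5 microM final.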
# PLK1 PBD block: inhibitors of human PLK1 polo-box domain binding. Plk1 PBD binding of FITC phosphopeptide, fluorescence polarization. Potency, µM, without a hit: max response, negative = inhibition, usual class: inhibitors. 360,000 compounds, 2.8% hits. AID 720504; note: potency is the fitted concentration of half-maximal effect; series mostly up to about 57 µM; % is set by controls: 0 for no effect and ±100 for the full control effect; nearly all actives have a fitted effect of over 65% in size
# GLP1R cytotox: cytotoxicity in counter-screen for GLP-1R inverse agonists; HEK293 cAMP-luciferase reporter cells, luminescence, 24 h; Potency, µM (series often up to 38.3 µM), for inactives: at the top dose activity change, negative = inhibition, most hits filed as inhibitors; 410,000 compounds, 0.13% hits;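 note: loss of luciferase light is scored as toxicity; potency is the fitted concentration of half-maximal effect; % is set by controls: 0 for no effect and ±100 for the full control effect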
#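 To flag toxic compounds, the library was rerun on cells for 24 hr at 37 deg C and 5% CO2. Viability-linked luminescence was captured 12 min after adding luciferase detection reagent.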
# PTHR1 agonist: PTHR1 (human) receptor agonism | Q03431 | HEK293 GP2 PTHR1 cells, GloSensor cAMP luminescence, 1 h | 410,000 compounds, 0.075% hits | Potency, µM (doses to about 115 µM), without a hit: top-dose activation, usual class: activators; note: potency is the fitted concentration of half-maximal effect; nearly all actives have a fitted effect of over 55% in size; some results filed as inactive show a strong effect at the top dose; inactives centre near -15; many of its hits are not listed in these tables
# Target sequence (Q03431 whole entry, looked up): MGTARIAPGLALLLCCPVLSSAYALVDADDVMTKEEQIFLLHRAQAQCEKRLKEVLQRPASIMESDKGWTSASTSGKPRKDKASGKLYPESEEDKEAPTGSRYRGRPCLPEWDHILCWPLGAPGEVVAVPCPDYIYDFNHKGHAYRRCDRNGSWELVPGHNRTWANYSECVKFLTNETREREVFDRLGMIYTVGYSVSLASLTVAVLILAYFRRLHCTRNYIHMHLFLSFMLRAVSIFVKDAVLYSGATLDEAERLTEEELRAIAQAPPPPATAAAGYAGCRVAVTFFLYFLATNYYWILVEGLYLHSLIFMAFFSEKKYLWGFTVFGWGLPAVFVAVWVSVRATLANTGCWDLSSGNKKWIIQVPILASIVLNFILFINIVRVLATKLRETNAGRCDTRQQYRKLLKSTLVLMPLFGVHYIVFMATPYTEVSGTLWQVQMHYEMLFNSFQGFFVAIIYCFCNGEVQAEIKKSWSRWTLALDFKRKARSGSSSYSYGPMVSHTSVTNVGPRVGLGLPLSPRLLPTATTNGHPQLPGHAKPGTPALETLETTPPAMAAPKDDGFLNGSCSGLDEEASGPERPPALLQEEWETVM
#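 HEK-293-derived GP2 cells expressing PTHR1 and a GloSensor cAMP reporter, 3,000/well, plated overnight, given luciferin plus IBMX (each 0.5 mM as added) for 1 h at 37 °C, then compound for 1 h at 37 °C. Luminescence was read after 15 min at room temperature.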
# EPAC1 ag: agonists of human EPAC1; Potency, µM (series often up to 154 µM), inactives show top-dose activation, usual class: activators; AID 720707; EPAC1 agonist qHTS, biochemical assay; response scale: 100% = response to 6.5 mM cAMP; 360,000 compounds, 0.073% hits; O95398; note: potency is the fitted concentration of half-maximal effect; nearly all actives have a fitted effect of over 60% in size
#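 EPAC1 100 nM, Rap1B–BODIPY-GDP 250 nM, unlabeled GDP 50 uM; compound titration; 5 min RT; kinetic read ex480/em540 at 5-min intervals ×30 min; data normalized to 6.5 mM cAMP agonist control.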
# EPAC1 antag: antagonists of human EPAC1. O95398. EPAC1 GEF assay, Rap1b-BODIPY-GDP exchange fluorescence. Potency, µM (top dose mostly 115 µM), without a hit: top-dose activity change, negative = inhibition, hits mostly inhibitors. 360,000 compounds, 0.14% hits;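 note: potency is the fitted concentration of half-maximal effect; plate controls were vehicle for no effect and positive control for full effect; nearly all actives have a fitted effect of over 50% in size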
# GLP1R inv ag: inverse agonists of human GLP-1 receptor. P43220. HEK293 GLP-1R CRE-luciferase, luminescence, 24 h; GLP-1R form is constitutively active. Potency, µM (top dose mostly 38.3 µM), without a hit: at the highest dose activity change, negative = inhibition, hits mostly inhibitors. 410,000 compounds, 1.6% hits. AID 624417; note: potency is the fitted concentration of half-maximal effect; % is set by controls: 0 for no effect and ±100 for the full control effect; nearly all actives have a fitted effect of over 55% in size
#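 Luminescence readout: a drop in cAMP-driven luciferase signal flags inverse agonism at a constitutively active GLP-1R stably expressed in HEK293. Compound exposure lasted 24 hr at 37 deg C, 5% CO2.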
# The depositor's hits bear a star; i = inactive; ? = inconclusive; · = no result given; [ ] = dose if it differs, or a comment. Unless noted, calls come from the whole dose curve; as a rule, active = well fitted curve in the direction sought with a large enough effect; inconclusive = small, poorly fitted or top-dose-only effect, or another doubt; inactive = no such curve, though single readings can be large; an effect the other way counts as inactive or inconclusive. Only part of the results is shown, so the mix of outcomes need not match the whole.
# Each structure is followed by: GLP-1R agonist | IL2 activator | PI5P4K alpha inh | PLK1 PBD block | GLP1R cytotox | PTHR1 agonist | EPAC1 ag | EPAC1 antag | GLP1R inv ag
> Cc1ccc(C(=O)NC2CCCCNC2=O)cc1C (stereo not drawn)
    10% | 1.3 | 4 | -8% | -5% | -2% | -5% | 6% | 10%
> CC(=O)Oc1ccc(C)cc1N1C(=O)c2ccc(C(=O)O)cc2C1=O
    8% | -0.1 | -6 | -6% | -13% | -2%[57.5 µM] | -8% | 13% | 4%
> CC(C)(C)c1ccc(C(=O)NNC(=O)CCC(=O)Nc2ccccc2)cc1
    0% | 0.1 | -1 | 1% | 3% | -8% | 4% | 3% | ?
> COc1ccc(N2C(=O)CSC2c2ccc(F)c(F)c2)cc1 (stereo not drawn)
    11% | 1.8 | 7 | -3% | -8% | -7% | 0% | -24% | -4%
> CC1SCC(NC(=O)c2cccc(Cl)c2)CS1 (stereo not drawn)
    22% | -2.2 | 2 | 0% | 13% | i | -9% | -15% | ?
> CCCCOc1ccc(Cc2c(O)nc(SC)[nH]c2=O)cc1
    -6% | 0.2 | -14 | -5% | 3% | -13% | 0% | 1% | 1%
> COc1cc(NC(=O)c2cc(CC(C)C)on2)c(OC)cc1Cl
    -6% | 0.4 | 4 | 5% | 5% | i | 12% | 5% | 0%
> C#CCN1C(=O)S/C(=C\c2ccc(N3CCOCC3)cc2C)C1=O
    17% | 203* | 8 | -17% | -16% | -7% | -4% | 11% | 5%
> Cc1csc(=O)n1CC(=O)OCC(=O)Nc1ccc(C(N)=O)cc1
    -2% | -0.7 | -2 | -2% | 2% | -20% | 1% | -21% | 15%
> COc1ccc(NC(=O)CCC(=O)OCC(=O)c2ccc(Oc3ccc([N+](=O)[O-])cc3)cc2)cc1
    4% | -0.1 | 2 | -9% | -10% | i | 14% | 2% | 8%
> O=[N+]([O-])c1cccc(NN=Nc2ccccc2)c1
    6% | -1.7 | 9 | -2% | -6% | -7% | 12% | -8% | ?
> Cc1nn(S(=O)(=O)c2ccc(C(C)C)cc2)c(C)c1S(=O)(=O)N1CCCCC1
    -3% | · | · | · | -6% | -8% | · | · | 4%
> COc1cc(CCC(=O)Nc2ccc(S(=O)(=O)N3CCCC3)cc2)cc(OC)c1OC
    -3% | 0.6 | 0 | -3% | -13% | -2% | 4% | -7% | 17%
> CCCOC(=O)c1c(NC(=O)c2cnn3c2NC(c2ccccc2)CC3C(F)(F)F)sc2c1CCCC2 (stereo not drawn)
    4% | 2.7 | -8 | -3% | 8% | i | -12% | 5% | 1%
> Cc1c(NS(=O)(=O)c2cccc(C(=O)OCC(=O)N(C)C3CCCCC3)c2)c(=O)n(-c2ccccc2)n1C
    -2% | -0.6 | -1 | -14% | -2% | -32%[inhibitor] | 6% | -16% | -8%

# A draw from above in order of length of the SMILES, smallest number first.
# Each structure is followed by: GLP-1R agonist | IL2 activator | PI5P4K alpha inh | PLK1 PBD block | GLP1R cytotox | PTHR1 agonist | EPAC1 ag | EPAC1 antag | GLP1R inv ag
> Cc1ccc(C(=O)NC2CCCCNC2=O)cc1C (stereo not drawn)
    10% | 1.3 | 4 | -8% | -5% | -2% | -5% | 6% | 10%
> O=[N+]([O-])c1cccc(NN=Nc2ccccc2)c1
    6% | -1.7 | 9 | -2% | -6% | -7% | 12% | -8% | ?
> CCCCOc1ccc(Cc2c(O)nc(SC)[nH]c2=O)cc1
    -6% | 0.2 | -14 | -5% | 3% | -13% | 0% | 1% | 1%
> COc1cc(NC(=O)c2cc(CC(C)C)on2)c(OC)cc1Cl
    -6% | 0.4 | 4 | 5% | 5% | i | 12% | 5% | 0%
> Cc1csc(=O)n1CC(=O)OCC(=O)Nc1ccc(C(N)=O)cc1
    -2% | -0.7 | -2 | -2% | 2% | -20% | 1% | -21% | 15%
> CC(C)(C)c1ccc(C(=O)NNC(=O)CCC(=O)Nc2ccccc2)cc1
    0% | 0.1 | -1 | 1% | 3% | -8% | 4% | 3% | ?
> Cc1nn(S(=O)(=O)c2ccc(C(C)C)cc2)c(C)c1S(=O)(=O)N1CCCCC1
    -3% | · | · | · | -6% | -8% | · | · | 4%
> CCCOC(=O)c1c(NC(=O)c2cnn3c2NC(c2ccccc2)CC3C(F)(F)F)sc2c1CCCC2 (stereo not drawn)
    4% | 2.7 | -8 | -3% | 8% | i | -12% | 5% | 1%
> Cc1c(NS(=O)(=O)c2cccc(C(=O)OCC(=O)N(C)C3CCCCC3)c2)c(=O)n(-c2ccccc2)n1C
    -2% | -0.6 | -1 | -14% | -2% | -32%[inhibitor] | 6% | -16% | -8%

# The results go on.
# Each structure is followed by: GLP-1R agonist | IL2 activator | PI5P4K alpha inh | PLK1 PBD block | GLP1R cytotox | PTHR1 agonist | EPAC1 ag | EPAC1 antag | GLP1R inv ag
> O=C(CCC(=O)OCC(=O)c1ccc(C(F)(F)F)cc1)OCC(=O)c1ccc(C(F)(F)F)cc1
    -3% | -3.6 | 4 | -1% | -15% | i | 9% | -4% | 12%
> C=CCn1c(Br)nc2c1c(=O)n(C)c(=O)n2C
    2% | -0.8 | · | -5% | -26% | i | -2% | 9% | -2%
> COCC(=O)Nc1nc2n(n1)C(c1ccccc1Cl)CC(c1ccc(OC)cc1)N2 (stereo not drawn)
    -3% | -4.0 | · | -1% | 85%[activator] | -13%[57.5 µM] | 5% | 8% | 2%
> COc1ccc(N2C(=O)C3C4c5ccccc5C(C=Nc5ccc(C)cc5C)(c5ccccc54)C3C2=O)cc1 (stereo not drawn)
    -7% | -1.9 | -5 | 1% | ? | i | 5% | -8% | ?
> O=C(Nc1cccc(S(=O)(=O)N2CCCC2)c1)c1ccco1
    -3% | -0.6 | 5 | -15% | 4% | i | 4% | -23% | 9%
> Cc1ccc(NC(=O)C(C)Sc2nnc(C)n2C2CC2)cc1S(=O)(=O)N1CCOCC1 (stereo not drawn)
    4% | -0.1 | -4 | 2% | -2% | i | -1% | -7% | 5%
> CNC(=O)C1CC(=O)N(Cc2ccc3c(c2)OCO3)C(=Nc2ccc(F)cc2)S1 (stereo not drawn)
    2% | -1.2 | · | -3% | -17% | i | -7% | 9% | -18%
> CSc1nnc2c(n1)c(C)nn2-c1ccc(C)cc1
    -10% | -1.3 | 0 | -18% | 4% | -7% | 5% | 4% | 20%
> C/C(=N\Nc1ccc(C(=O)O)cc1)c1ccc(-n2ccnc2)cc1
    6% | 0.7 | -6 | -10% | 21% | -16% | 3% | 5% | 24%
> CC(=O)N1CC[n+]2c(-c3ccc(Cl)cc3)csc21
    4% | -2.5 | -20 | 6µM* | 5% | i | 11% | -12% | -15%
> CCOC(=O)CNC(=O)C(CC(N)=O)NC(=O)OC(C)(C)C (stereo not drawn)
    -8% | 0.5 | -4 | -6% | 1% | -3% | -12% | 5% | 18%
> O=C(Cn1sc2ccccc2c1=O)Nc1ccccc1
    0% | -4.5 | -82* | 1.2µM* | ? | -22% | 5% | -21% | ?
> CCCN1CCN(CC(O)COC(c2ccc(OC)cc2)c2ccc(OC)cc2)CC1 (stereo not drawn)
    6% | -4.1 | 17 | -2% | -6% | i | 9% | -3% | ?
> Cc1ccc(CN2CCN(/N=C/c3ccc(C(F)(F)F)cc3)CC2)c(C)c1
    3% | -2.0 | -7 | -11% | 7% | -10% | -10% | -6% | -30%
> COc1cc(NC(=O)C2CC3CCC2C3)c(OC)cc1Cl (stereo not drawn)
    7% | -2.2 | 7 | 2% | 4% | -16% | -4% | 1% | ?
> Cc1ccc(CNC(=O)Cn2c(=O)c3sccc3n(Cc3ccc([N+](=O)[O-])cc3)c2=O)cc1
    2% | 2.6 | 21 | 4% | ? | i | -15% | 3% | ?
> Cc1ccc(/C=C2\SC(=S)N(CCC(=O)NNC(=O)c3ccccc3O)C2=O)cc1
    8% | -0.3 | -4 | -5% | 4% | i | 3% | 2% | 8%
> COc1ccc(C(CCN)c2ccc3c(c2)OCO3)cc1 (stereo not drawn)
    -4% | -2.5 | 0 | 6% | -14% | -17% | 10% | 7% | -30%
> CCOc1ccc(NC(=O)CNc2ccc(C)cc2Cl)cc1
    5% | -2.9 | 1 | -8% | 3% | -12%[57.5 µM] | ? | -20% | 4%
> N#CC1=C(N)Oc2c(ccc3ccccc23)C1c1ccsc1 (stereo not drawn)
    5% | 0.3 | -26 | -9% | -28% | i | 6% | -5% | -28%
> COC(=O)[C@]12CCCCC=C1N(Cc1cccc3ccccc13)C(=O)[C@H](CC(=O)NCC1CCCCC1)C2
    -3% | -0.8 | 5 | 1% | -7% | -26% | -2% | -3% | ?
> Nc1nc2n[nH]nc2c(=O)[nH]1
    -1% | 0.5 | -15 | -10% | -21% | -1% | 2% | -18% | -23%
> Cc1ccc(Nc2nc3ccc(Cl)cc3n3cnnc23)cc1F
    6% | -0.5 | 17 | -15% | 7% | 2% | 1% | -28% | 49%[activator]
> Cc1cccc(NC(=O)C2CCCN2C(=O)Oc2ccccc2)c1C (stereo not drawn)
    14% | 1.5 | 5 | -2% | -18% | i | 3% | -8% | -24%
> Cc1ccc(-c2cc(C(F)F)n3ncc(C(=O)N4CCN(c5cccc(C)c5C)CC4)c3n2)cc1
    -7% | -2.9 | 1 | -8% | 0% | i | 0% | 23% | 9%
> CC(C)(C)C(=O)CN1C2=NCCCN2c2ccccc21
    0% | 0.0 | 0 | -8% | 8% | -41%[inhibitor] | 17% | 7% | 4%
> CC(C)NC(=O)N(Cc1ccccc1)Cc1cccs1
    1% | -6.8 | 1 | 5% | 6% | i | -1% | -4% | ?
> NC(=O)c1ccsc1NC(=O)CSc1nnc(NC2CC2)s1
    4% | -2.6 | 0 | -8% | 14% | 4% | 9% | 9% | 0%
> Cc1ccc(C2c3[nH]c4ccccc4c3C[C@H]3C(=O)N(c4ccccc4C(=O)N4CCC(C(=O)O)CC4)C(=O)N23)cc1 (stereo partly drawn)
    -2% | 0.7 | -13 | -5% | 7% | -12% | -18% | -9% | -3%
> COc1cc(SC)ccc1C(=O)Nc1ccc2ncccc2c1
    10% | 0.3 | -5 | -3% | 0% | -28% | -6% | -8% | -12%
> O=C(Cc1ccc(-c2ccccc2)cc1)NC(c1ccccc1)c1ccccc1
    2% | 0.8 | -21 | 21µM* | -17% | i | 2% | -8% | 5%
